M. tuberculosis: growth inhibition of non-replicating M. tuberculosis (AID 488890). 320,000 tested, 0.39% active. inhibition, % at 25 µM; hits with a dose series show IC50 in µM. Mycobacterium tuberculosis non-replicating, growth inhibition; higher % means a stronger effect; in the data active means a potency from the dose series; inconclusive means inhibition mostly from about 82% at the one dose, without a potency; inactive means the rest, 99 in 100 with inhibition below about 76%;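 further: plate controls were DMSO cells for no effect and high antibiotic wells for full effect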
VEEV TC-83 Vero: inhibitors of VEEV TC-83 cytopathic effect, confirmation, Vero cells (AID 588727). 350,000 tested, 0.13% active. Vero cells, VEEV TC-83 cytopathic effect inhibition; higher % means a stronger effect. inhibition, % at 20 µM; hits with a dose series show IC50 in µM; in the data active means a potency from the dose series; inconclusive means inhibition mostly from about 14% at the one dose, without a potency; inactive means the rest, 99 in 100 with inhibition below about 12%; further: strong numbers were not always called active
PhoP GFP inhibition: PhoP regulon inhibitors, Salmonella typhi PhoP promoter GFP reporter, confirmatory (AID 1850) | inhibition, % at 50 µM; hits with a dose series show IC50 in µM | Salmonella Typhi PhoP-promoter GFP reporter, fluorescence, 4 h; higher % means a stronger effect | 310,000 tested, 0.33% active; in the data active means a potency from the dose series; inconclusive means inhibition mostly from about 25% at the one dose, without a potency; inactive means the rest, 99 in 100 with inhibition below about 19%;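 further: 0% = induced wells with vehicle and 100% = uninduced wells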
M. tuberculosis HTS: M. tuberculosis growth inhibition, HTS (AID 449762); M. tuberculosis H37Rv growth inhibition, 7H9 media; higher % means a stronger effect; one-dose inhibition, % at 25 µM; IC50 in µM for titrated hits; 330,000 tested, 0.59% active; in the data active means a potency from the dose series; inconclusive means inhibition above about 70% without an active follow-up result;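 further: bacterial growth assessed after seven days of incubation; strong numbers were not always called active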
influenza NS1A: NS1A inhibition, H1N1 influenza, cell based functional assay (AID 504329); inhibition, % at 12.5 µM, or IC50 in µM where a hit was titrated; NS1A functional cell-based assay, percent inhibition; higher % means a stronger effect; 340,000 tested, 0.3% active; in the data active means a potency from the dose series; inconclusive means inhibition above about 27% without an active follow-up result; further: strong numbers were not always called active
VEEV TC-83 Vero 10K pilot screen: further read-out of VEEV TC-83 Vero, marked with its call; inhibition, %; measured here: 10K pilot screen inhibition
The depositor's hits bear a star; i = inactive; ? = inconclusive; nt = no result given; & = joins results of further samples.

SMILES	M. tuberculosis	VEEV TC-83 Vero	PhoP GFP inhibition	M. tuberculosis HTS	influenza NS1A	others
Cc1ccc(NC(=O)CSCC(=O)OCc2cc(=O)oc3cc(O)ccc23)c(C)c1	-8%	3.4%	-3%	10%	1%
CCn1nnc2cc(C(=O)Nc3cc(Cl)ccc3C)ccc21	2%	7.6%	nt	1%	-8%
Cc1ccc(NC(=O)c2cccc(NC(=O)CCC(=O)O)c2)cc1C	5%	2.7%	-8%	4%	4%
O=C(CCn1c(=O)sc2ccccc21)NCCN1CCOCC1	-16%	1.2%	7%	0%	4%
O=C(CC1C(=O)NCCN1Cc1cccc(C(F)(F)F)c1)NC1CCOCC1 (stereo unspecified)	-2%	1.7%	-5%	2%	-4%
O=C(NC(=S)Nc1ccc(O)cc1)c1cncc(Br)c1	76%	2.3%	-4%	-2%	-17%
COc1ccc(CC(=O)Nc2ccccc2N2CCCC2)cc1OC	28%	2.9%	-6%	-13%	-2%
C=CCn1c(Cc2csc(N)n2)nnc1SCC(=O)Nc1ccc(C(=O)OCC)cc1	47%	1.2%	-6%&-10%	24%	-1%
Cc1ccc(N(CC2CO2)S(=O)(=O)c2ccc(C)cc2)cc1 (stereo unspecified)	23%	2.7%	-3%	-5%	-7%
Cc1ccc2c(c1)C(=O)C(=O)N2Cc1ccccc1	75%	3.5%	nt	13%	-10%
Cc1ccc(-n2nnnc2SCC(=O)Nc2c(C)n(C)n(-c3ccccc3)c2=O)cc1	4%	i	8%	5%	2%
Cc1ccc2[nH]cc(C(=O)CCl)c2c1	?	10%	6%	?	-2%
C=CCn1c(CSc2ccccc2[N+](=O)[O-])n[nH]c1=S	2%	0.9%	0%	-2%	18%
COc1ccc(CCn2c(NN=C3CCCCC3)nc3c2c(=O)[nH]c(=O)n3C)cc1	6%	i	-6%	-1%	1%
CCc1ccc(N2C(=O)NC(=O)C(CCc3ccncc3)(CCc3ccncc3)C2=O)cc1	34%	0.3%	-1%	13%	-8%
CCNC(=O)c1ccc(C23CC4CC(CC(C4)C2)C3)o1	34%	0.5%	6%	1%	0%
C=C1CCN(C(C)C(=O)OC)S(=O)(=O)c2ccccc21 (stereo unspecified)	-14%	1.8%	-33%	0%	-1%
COC(=O)/C(C(C)=O)=C(/C=C/C=C/N(C)C)N(C)C	-4%	1.6%	15%	-2%	-4%
CCn1c2ccc(C)cc2c2nnc(NN)nc21	12%	1.1%	6%	-4%	5%
Cc1ccc(SCCC(=O)Nc2cc(C)on2)cc1	60%	i	12%	2%	1%
COc1cc([N+](=O)[O-])cc(CN2CCCCC2)c1O	-2%	0.1%	-1%	1%	6%
O=S(=O)(Nc1cccc(-c2ccc(N3CCCCCC3)nn2)c1)c1cccc(F)c1	46%	2.0%	-8%	7%	-2%
O=C(Cc1ccc([N+](=O)[O-])cc1)N1CCN(Cc2ccc3c(c2)OCO3)CC1	9%	8.8%	-10%	4%	nt
CC(=O)CSc1nnc(-c2ccc(S(=O)(=O)N3CCOCC3)cc2)n1C	4%	0.6%	2%	-1%	-3%
CCOc1ccc(C(C)=O)cc1CC(C(N)=O)C(N)=O	-3%	0.8%	-1%	0%	-2%

Going on with the list:
SMILES	M. tuberculosis	VEEV TC-83 Vero	PhoP GFP inhibition	M. tuberculosis HTS	influenza NS1A	others
CCc1c(C)sc(NC(=O)C2CC2c2ccccc2)c1C(N)=O (stereo unspecified)	4%	3.6µM*	2%	-10%	0%
CC(C)Sc1cc(N2CCCC2)nc(-c2ccc(F)cc2)n1	2%	i	5%	14%	-6%
COc1cc(OC)cc(C(=O)NCCC(c2ccccc2)c2ccccc2)c1	14%	2.1%	-11%	9%	3%
O=C(CSC1=NCCS1)c1ccc(Cl)cc1	?	2.0%	8%	-9%	-4%
COC(=O)c1sc(S(=O)(=O)N2CCCCC2C(=O)O)c(C(=O)OC)c1C (stereo unspecified)	-16%	i	6%	-4%	-2%	VEEV TC-83 Vero 10K pilot screen=1.1
Cc1c(N2C(=O)CSC2c2ccc(F)cc2)c(=O)n(-c2ccccc2)n1C (stereo unspecified)	-9%	0.0%	9%	1%	-4%
CCOc1ccc(CNc2nc3ccccc3n2C)cc1	62%	i	2%	1%	0%
O=C(O)/C=C/S(=O)(=O)c1ccc2ccccc2c1	68%	3.9%	4%	1%	13%
COc1cc(-n2c(=O)c3ccccc3n(Cc3ccccc3)c2=O)cc(OC)c1OC	-4%	4.3%	1%	0%	6%
CCCCn1c(SCC(=O)N(C)C)nnc1-c1ccncc1	36%	2.9%	-4%	5%	-11%
CCCCN1C(=O)C(=O)NC[C@@H]1C(C)O (stereo partly specified)	-19%	0.7%	-4%	-3%	-3%
Cc1ccc(-n2ncc3c(=O)n(CC#N)cnc32)cc1	14%	i	2%	-6%	2%
COc1cc(NC(=S)NC(=O)c2cccs2)ccc1NC(=O)C(C)C	54%	7.8%	-9%	-5%	3%
Cc1cc(Cl)cc(Cl)c1CNc1c([N+](=O)[O-])c(=O)oc2ccccc12	-14%	i	12%	-5%	-1%
C[N+](C)(C)CC/C=C1/c2ccccc2CSc2ccccc21	8%	0.8%	-8%	-2%	-1%
c1ccc(-c2nnc(-c3ccco3)o2)cc1	72%	i	-6%	-8%	3%
CC1(C)CC(=O)c2cc(C(=O)NC3CCSC3=O)c(=O)n(-c3ccc(Cl)cc3)c2C1 (stereo unspecified)	14%	0.5%	1%	4%	7%
C=CCn1c(=O)c2ccccc2n2c(SCc3csc(-c4ccccc4)n3)nnc12	-9%	1.0%	6%	8%	12%
Cc1cc(C)c2nc(N3CCC(C(=O)NCCCN4CC(C)CC(C)C4)CC3)sc2c1 (stereo unspecified)	22%	i	-7%	17%	8%
CCn1c(C)[n+](CC)c2ccc(C(=O)N(C)c3ccccc3)cc21	9%	0.7%	8%	9%	1%
CC(=O)Nc1ccccc1NS(=O)(=O)c1ccc(Cl)cc1	0%	1.9%	-8%	-5%	-3%
COc1cccc2cc(C(=O)Nc3ccc(F)cc3)c(=Nc3ccc(C(=O)O)cc3)oc12	2%	12%	-13%	3%	-3%
O=C(COC(=O)COc1ccc(Br)cc1)Nc1ccc2c(c1)OCCO2	52%	0.7%	nt	-1%	-15%
CCN(CC)CCNC(=O)C1(O)c2cc(Br)ccc2NC(=O)N1c1cccc(OC)c1 (stereo unspecified)	-21%	0.4%	1%	2%	-2%
COc1cccc(-c2cc(C(F)(F)F)c3c(N)c(C#N)sc3n2)c1	-1%	nt	-6%	-11%	nt

Reprinted from the part before: 5 compounds, then new ones.
SMILES	M. tuberculosis	VEEV TC-83 Vero	PhoP GFP inhibition	M. tuberculosis HTS	influenza NS1A	others
CC(=O)Nc1ccccc1NS(=O)(=O)c1ccc(Cl)cc1	0%	1.9%	-8%	-5%	-3%
COc1cccc2cc(C(=O)Nc3ccc(F)cc3)c(=Nc3ccc(C(=O)O)cc3)oc12	2%	12%	-13%	3%	-3%
O=C(COC(=O)COc1ccc(Br)cc1)Nc1ccc2c(c1)OCCO2	52%	0.7%	nt	-1%	-15%
CCN(CC)CCNC(=O)C1(O)c2cc(Br)ccc2NC(=O)N1c1cccc(OC)c1 (stereo unspecified)	-21%	0.4%	1%	2%	-2%
COc1cccc(-c2cc(C(F)(F)F)c3c(N)c(C#N)sc3n2)c1	-1%	nt	-6%	-11%	nt
CC(=O)NC(CC(=O)Nc1cccc(S(=O)(=O)N2CCCCC2)c1)c1ccccc1 (stereo unspecified)	6%	1.8%	-21%	-1%	9%
CCn1nc(C(=O)NCc2nnc3ccccn23)c2ccccc2c1=O	nt	0.5%	nt	nt	-2%
CC(=O)c1c(C)n(C)c2ccc(O)cc12	7%	1.4%	-1%	?	3%
COc1ccc(-n2nc(C(=O)NCCCN3CCOCC3)c3ccccc3c2=O)c(OC)c1	-5%	1.5%	3%	3%	-11%
Cc1cccc(N2CCc3c2nc2ccccc2c3N)c1	72%	7.6%&1.7%	-2%	35%&4%	-1%&-6%
CCc1nnc(NC(=O)C2CCCO2)s1 (stereo unspecified)	7%	i	-3%	-2%	-1%
COc1cccc(NS(=O)(=O)c2ccc3c(c2)CCCN3C(C)=O)c1	-3%	0.0%	0%	-4%	-4%
CCc1ccc(NC(=S)N2CCC(NC(=O)c3ccccc3)CC2)cc1	-17%	0.2%	1%	4%	2%
O=C(CSc1ccccc1Cl)NC1CCCc2ccccc21 (stereo unspecified)	57%	1.8%	9%	9%	16%
Cc1cccc(NC(=O)CSc2ccc3nnc(-c4cccnc4)n3n2)c1	-9%	5.7%	-1%	-5%	9%
Cc1cc(NC(=O)CCC(=O)N(Cc2ccco2)C(C(=O)NC2CCCC2)c2ccccc2C)no1 (stereo unspecified)	59%	7.9%	-7%	-6%	5%
CC(C)n1nccc1N(Cc1ccc(C#N)cc1)S(=O)(=O)c1ccccc1	9%	2.1%	4%	15%	-6%
COc1ccc(C(=O)NC(C)c2cc(OC)c(OC)cc2Br)cc1 (stereo unspecified)	nt	0.4%	5%	nt	6%
CC1Nc2ccccc2C(=O)N1NS(C)(=O)=O (stereo unspecified)	-9%	0.2%	4%	-5%	-1%
Nc1nonc1-n1nnc(C(=O)N/N=C/c2cc(Br)ccc2O)c1CNc1ccccc1	-10%	?	4%	-2%	5%
COc1ccc(/C=N/NC(=O)c2nnn(-c3nonc3N)c2-c2cccs2)cc1OC	0%	1.0%	-43%	12%	3%
COc1cccc(/C=N/n2nnc3c(cnn3-c3ccccc3)c2=O)c1	-1%	3.1%	1%	-2%	-1%
CCOC(=O)C1=C(N)Oc2c(oc(CO)cc2=O)C1c1ccc(Cl)cc1 (stereo unspecified)	-10%	0.5%	2%	3%	2%
N#CCC1c2ccccc2CCN1C(=O)Nc1cccc(Cl)c1 (stereo unspecified)	22%	i	-6%	-1%	12%
O=C(NC1CCCN(Cc2ccc(Cl)cc2)C1)c1c(F)ccc(F)c1F (stereo unspecified)	21%	i	-7%	9%	-2%
CS(=O)(=O)N1CCc2cc(C(=O)N3CCN(c4ccc(F)cc4)CC3)ccc21	-7%	0.0%	5%	9%	4%
CC(=O)c1ccc(NC(=O)CN2CCN(c3ncccn3)CC2)cc1	-2%	i	-3%	-1%	5%
COCCN(Cc1ccccc1)C(=S)Nc1ccc(OC(F)F)cc1	6%	i	-7%	-8%	9%
CCOC(=O)C1(CCCc2ccccc2)CCN(C(=O)c2ocnc2C)CC1	-2%	1.2%	7%	5%	1%
COc1ccc(NC(=O)NCc2ccccc2F)cc1OC	4%	1.8%	8%	2%	1%

Three records picked at random from those above, as already listed:
SMILES	M. tuberculosis	VEEV TC-83 Vero	PhoP GFP inhibition	M. tuberculosis HTS	influenza NS1A	others
N#CCC1c2ccccc2CCN1C(=O)Nc1cccc(Cl)c1 (stereo unspecified)	22%	i	-6%	-1%	12%
Cc1cccc(N2CCc3c2nc2ccccc2c3N)c1	72%	7.6%&1.7%	-2%	35%&4%	-1%&-6%
COc1ccc(-n2nc(C(=O)NCCCN3CCOCC3)c3ccccc3c2=O)c(OC)c1	-5%	1.5%	3%	3%	-11%

Carrying on:
SMILES	M. tuberculosis	VEEV TC-83 Vero	PhoP GFP inhibition	M. tuberculosis HTS	influenza NS1A	others
CCOc1ccc(NC(=O)c2cc3ccccc3cc2O)cc1	11%	i	2%	-3%	2%
COc1cccc(NC(=S)Nc2cc(C)cc(C)n2)c1	18%	1.5%	8%	-5%	-20%
CC(=O)OC1(c2ccccc2)CCN(C)C2CCCCC21 (stereo unspecified)	-10%	0.4%	-7%	-2%	-2%
c1cnc2c(Oc3ncnc4sccc34)cccc2c1	13%	0.7%	8%	2%	1%
Cc1cc(-c2nc(C)c(-c3nnc(SCC(=O)Nc4cc(Cl)cc(Cl)c4)n3C)s2)no1	-15%	4.3%	-2%	-4%	-22%
Nc1nonc1-n1nnc(C(=O)N/N=C/c2cc(Cl)ccc2O)c1CN1CCCCCC1	17%	8.2%	1%	-1%	-10%
O=C1CN(C(=O)COC(=O)CNS(=O)(=O)/C=C/c2ccccc2)c2ccccc2N1	2%	1.0%	3%	2%	-14%
Cc1c(Br)c(=O)oc2c(C)c(O)ccc12	32%	1.4%	-10%	18%	-1%
CCn1c(SCC(=O)Nc2cccc(C(C)=O)c2)nnc1C(C)C	nt	0.1%	19%	5%	6%
Nc1c2c(nn1-c1ccccc1)CCC2	2%	i	13%	-6%	9%
CCOC(=O)c1c(NC(=O)CSc2nnc(-c3cccnc3)o2)sc2c1CCC2	13%	4.9%	3%	6%	9%
CCOc1ccc(NC2OC(C)C(O)C(O)C2O)c([N+](=O)[O-])c1 (stereo unspecified)	-7%	0.4%	4%	0%	-2%
C/C(=N\NC(=O)c1ccncc1)c1ccc(N(C)C)cc1	69%	1.0%	6%	?	8%
